High-throughput results (PubChem)
SV40 large T antigen: SV40 large T antigen inhibitors, biochemical (AID 1903); SV40 large T antigen ATPase/helicase inhibition assay; higher % means a stronger effect; one-dose inhibition, % at 20 µM; IC50 in µM for titrated hits; 0.39% of 310,000 active; in the data active = a potency from the dose series; inconclusive = inhibition mostly from about 32% at the one dose, without a potency; inactive = the rest, 99 in 100 with inhibition below about 32%; note: strong numbers were not always called active
West Nile antiviral: inhibition of WNV-induced cytopathic effect – cell-based, CPE readout (AID 1621). 0.02% of 290,000 active. West Nile virus-infected cells, CPE inhibition; higher % means a stronger effect. CPE inhibition, % at 10 µM; hits with a dose series show IC50 in µM; in the data active = a potency from the dose series; inconclusive = CPE inhibition mostly from about 3.7% at the one dose, without a potency; inactive = the rest, 99 in 100 with CPE inhibition below about 2.2%; note: strong numbers were not always called active
MgcRacGAP inhibition: MgcRacGAP GTPase-activating activity inhibitors, confirmation, biochemical, ADP Hunter fluorescence. MgcRacGAP-stimulated Rac1 GTP hydrolysis, ADP Hunter fluorescence; higher % means a stronger effect; GST-tagged Rac1 F28L mutant substrate. inhibition, % at 30 µM; hits with a dose series show IC50 in µM. 0.6% of 340,000 active;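 active = first-screen hits whose inhibition reached a set limit at any dose in the follow-up dose series; inconclusive = inhibition above the set first-screen limit but never retested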;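 note: fluorescence reports GDP produced by GAP-driven GTP hydrolysis; strong numbers were not always called active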
ER stress rescue: rescue of cells from ER stress-induced death, primary screen, 384-well, CSM14.1, thapsigargin, ATP luminescence (AID 1222); CSM14.1 thapsigargin-induced death rescue, ATP luminescence; higher % means a stronger effect; cellular ATP content (survival), % at 20 µM; hits with a dose series show EC50 in µM; 190,000 tested, under 10 active;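 active = EC50 below 50 µM in the dose-response confirmation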;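 note: death triggered by thapsigargin at about 15 µM added after 2 h compound pretreatment; cell ATP read after overnight thapsigargin exposure of roughly 18 to 22 hours; normalized against plate controls of thapsigargin alone and 5% DMSO vehicle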
LYP phosphatase: inhibitors of LYP phosphatase, biochemical, fluorescence intensity, uHTS (AID 1779); recombinant LYP phosphatase, fluorescence intensity; higher % means a stronger effect; inhibition, % at 11.5 µM, or IC50 in µM where a hit was titrated; 0.054% of 290,000 active; in the data active = inhibition above about 50%;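 note: plate controls were vehicle with enzyme for no effect and no enzyme for full effect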
GPR35 antagonists: inhibition of zaprinast-stimulated GPR35 beta-arrestin translocation – imaging, U2OS, beta-arrestin-GFP, zaprinast agonist, primary screen (AID 2058); U2OS GPR35 beta-arrestin-GFP translocation imaging, zaprinast antagonism; higher % means a stronger effect; one-dose inhibition, % at 10 µM; IC50 in µM for titrated hits; 0.052% of 290,000 active;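 active = inhibition of at least 50% with at least 30 cells and total cytoplasm GFP at most 10,000,000; inconclusive = under 30 cells or total GFP of 10,000,000 plus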
PhoP inhibition: PhoP-dependent GFP reporter repression – Salmonella Typhimurium, primary screen (AID 1863) | S. Typhimurium PhoP-regulated promoter GFP reporter, 4 h; higher % means a stronger effect | 0.16% of 300,000 active | inhibition, % at 50 µM; hits with a dose series show IC50 in µM;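 active = inhibition over 29.93%, a cutoff 3 SD above the screen mean, later confirmed by dose response; inconclusive = inhibition over 29.93% but no dose response follow-up; inactive = inhibition at most 29.93% or unconfirmed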;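 note: 0% = low Mg2+ inducing control and 100% = high Mg2+ repressing control; strong numbers were not always called active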
Dengue-2 NS5 capping: flavivirus cap methylation enzyme inhibition – biochemical, confirmation dose response, primary screen (AID 588689); Dengue-2 NS5 methyltransferase capping enzyme assay, biochemical; higher % means a stronger effect; one-dose inhibition, % at 25 µM; IC50 in µM for titrated hits; 0.3% of 340,000 active; in the data active = a potency from the dose series; inconclusive = inhibition above about 29% without an active follow-up result
RSV CPE inhibition: RSV antiviral activity via CPE protection, HEp-2 cells, primary 10 µM value included (AID 2391) | HEp-2 cells, RSV-induced CPE inhibition; higher % means a stronger effect | CPE inhibition, % at 10 µM, or IC50 in µM where a hit was titrated | 0.13% of 310,000 active; in the data active = a potency from the dose series; inconclusive = CPE inhibition mostly from about 23% at the one dose, without a potency; inactive = the rest, 99 in 100 with CPE inhibition below about 21%; note: strong numbers were not always called active
Dengue-2 NS5 capping pilot replicate: also measured in Dengue-2 NS5 capping; calls as there; inhibition, %; measured here: pilot screen replicate inhibition
* = called active by the depositor; ? = inconclusive; / = no result given.

Start of the listing, in advance:
SMILES	SV40 large T antigen	West Nile antiviral	MgcRacGAP inhibition	ER stress rescue	LYP phosphatase	GPR35 antagonists	PhoP inhibition	Dengue-2 NS5 capping	RSV CPE inhibition	others
Cc1c(NC(=O)Nc2cccc(C(F)(F)F)c2)c(=O)n(-c2ccccc2)n1C	0.8%	-0.4%	9.6%	/	-13.9%	0.2%	12.9%	5.2%	-0.3%
CC(C)[C@@H](C(=O)OCC(=O)Nc1ccc2c(c1)OCO2)N1C(=O)c2ccccc2C1=O	19.6%	0.1%	8.3%	0.5%	0.5%	-15.2%	0.2%	-3.2%	1.7%
CN(C(=O)c1ccccc1Br)C1CCS(=O)(=O)C1 (centres undefined)	11.2%	/	-0.5%	/	/	/	-6.5%	-5.2%	0.9%

The whole of this part, from the start:
SMILES	SV40 large T antigen	West Nile antiviral	MgcRacGAP inhibition	ER stress rescue	LYP phosphatase	GPR35 antagonists	PhoP inhibition	Dengue-2 NS5 capping	RSV CPE inhibition	others
Cc1c(NC(=O)Nc2cccc(C(F)(F)F)c2)c(=O)n(-c2ccccc2)n1C	0.8%	-0.4%	9.6%	/	-13.9%	0.2%	12.9%	5.2%	-0.3%
CC(C)[C@@H](C(=O)OCC(=O)Nc1ccc2c(c1)OCO2)N1C(=O)c2ccccc2C1=O	19.6%	0.1%	8.3%	0.5%	0.5%	-15.2%	0.2%	-3.2%	1.7%
CN(C(=O)c1ccccc1Br)C1CCS(=O)(=O)C1 (centres undefined)	11.2%	/	-0.5%	/	/	/	-6.5%	-5.2%	0.9%
CCN(C(=O)CSc1nnc2nc(C)cc(C)n12)c1ccccc1	11.6%	0.0%	-1.9%	-0.7%	-6.0%	9.2%	-7.6%	-3.0%	-0.1%
Cc1cc(C)c2c(n1)nn1c(NCCCN(C)C)cc(C)nc21	6.1%	0.6%	15.2%	-2.7%	-5.8%	-2.8%	9.9%	-5.0%	-1.5%
COc1ccccc1C(=O)NC(=O)COC(=O)c1ccc(Cl)cc1[N+](=O)[O-]	0.5%	/	1.4%	/	/	/	-2.9%	-9.5%	-0.5%
COCCCNC(=O)c1ccc([N+](=O)[O-])cc1	7.0%	-0.1%	-6.4%	-0.8%	0.0%	-0.5%	-0.2%	6.3%	1.1%
Cc1c(NC(=O)CSC(=S)N2CCCC2)c(=O)n(-c2ccccc2)n1C	8.4%	/	4.8%	/	/	/	-4.1%	-10.3%	-1.4%
CCCCC(C(=O)NC(C)c1ccccc1)C(=O)NC(C)c1ccccc1 (centres undefined)	0.2%	-1.1%	11.1%	/	-5.1%	3.9%	5.8%	2.0%	1.0%
CCCCCCn1c(COc2ccccc2F)nnc1SCC(=O)c1c(N)n(C)c(=O)n(C)c1=O	22.8%	-0.7%	/	-2.2%	-5.1%	10.5%	3.1%	/	0.8%
C=CCn1c(CSc2nc3ccccc3s2)nnc1SCC(=O)NCc1ccco1	6.5%	0.5%	5.0%	1.1%	-2.7%	22.2%	-2.1%	-17.2%	6.3%
Cc1cccc(C)c1OCc1cc(C(=O)NCC2CC2)no1	6.4%	-0.8%	6.2%	/	-6.0%	15.8%	-6.7%	-4.2%	1.2%
COc1ccccc1N1CCN(S(=O)(=O)Cc2ccccc2Cl)CC1	7.6%	-0.4%	8.5%	0.6%	3.4%	-10.4%	-5.0%	0.3%	1.6%
CC(C)(C)NS(=O)(=O)c1ccc(N2C(=O)c3ccccc3C2=O)cc1	8.3%	1.0%	6.6%	0.7%	-0.3%	-2.1%	-0.1%	-5.2%	2.5%
Cn1c(N)c(C(=O)CSc2nnnn2-c2ccccc2)c(=O)n(C)c1=O	6.1%	0.7%	15.2%	/	-3.3%	0.3%	4.9%	4.6%	1.0%
O=C1CCC(C(=O)Nc2ccc(OC(F)F)cc2)N1 (centres undefined)	3.9%	-0.2%	1.8%	1.5%	-6.4%	7.2%	-7.2%	-0.8%	1.0%
Cc1cccc(-n2c(N)c(C(=O)NCCN3CCOCC3)c3nc4ccccc4nc32)c1	-7.4%	0.1%	/	-0.3%	-11.8%	-15.9%	7.0%	/	-3.6%
O=C(O)C1=C[C@@H](c2ccc3c(c2)OCO3)C[C@@H](OCc2ccc(CO)cc2)O1	6.8%	-0.3%	6.7%	-0.2%	-7.1%	-3.0%	-9.2%	3.3%	2.3%
Cc1cccc(C)c1OCC(=O)NNC(=O)Nc1ccc(Cl)cc1	8.9%	-1.3%	3.5%	-1.8%	-3.1%	-1.6%	-4.1%	-11.7%	0.7%
Cc1cc(OCCCn2ccnc2)cc(C)c1Cl	10.7%	-1.0%	3.5%	0.9%	-2.4%	4.8%	24.6%	-10.4%	-1.1%
Cc1c(Cl)cccc1NC(=O)CSC(C)c1nc2ccccc2c(=O)[nH]1 (centres undefined)	6.2%	-0.5%	5.3%	/	-3.8%	-3.3%	-0.8%	-4.6%	1.2%
Cc1cc(N/N=C/c2ccccc2)nc(NCc2ccccc2)n1	12.1%	-0.7%	9.1%	7.8%	-13.5%	1.2%	27.4%	-2.2%	2.7%
O=C(/C(=C\c1ccccc1)c1nc2ccccc2[nH]1)c1ccc(Cl)cc1	6.2%	-1.5%	1.2%	-4.6%	6.3%	-19.9%	2.9%	-9.4%	5.4%
CC(=O)N1CCC(N(C(=O)Nc2ccc(C)c(C)c2)C2CCCC2)CC1	13.2%	0.2%	6.9%	-2.6%	-4.1%	-3.5%	1.9%	-0.7%	0.0%
COCCCn1c(=O)c2sccc2n2c(CCCC(=O)NCc3ccc(F)cc3)nnc12	11.1%	0.2%	14.6%	/	-10.3%	-12.6%	-5.8%	-6.2%	1.7%
CCOc1cc(C2C3=C(CC(C)(C)CC3=O)OC3=C2C(=O)CC(C)(C)C3)cc([N+](=O)[O-])c1O	22.1%	-1.0%	-7.4%	0.0%	-3.5%	-14.1%	2.0%	-3.9%	1.8%
Cc1cc2cc(CNC(=O)NC3CCCCC3)ccc2n1C	0.4%	-0.2%	-1.0%	-1.8%	-1.6%	-5.2%	8.8%	1.4%	1.9%
COCCn1c(CN2CCN(c3ccccc3)CC2)nc2c1c(=O)n(C)c(=O)n2C	/	-0.7%	5.5%	/	/	/	/	-8.9%	4.8%
c1cn2cc(-c3ccc4c(c3)OCO4)nc2s1	16.2%	-0.7%	20.0%	-3.8%	-2.8%	0.8%	10.3%	-16.9%	2.6%	Dengue-2 NS5 capping pilot replicate=15.2
COC(=O)c1ccccc1NC(=O)c1cc2n(n1)C(C(F)F)CC(C(F)F)N2 (centres undefined)	5.0%	-0.5%	0.4%	-2.5%	-2.5%	-10.7%	-0.3%	-8.3%	2.4%
CN(CC(=O)Nc1nccs1)S(=O)(=O)c1ccc(F)cc1	9.1%	-0.9%	4.1%	/	-3.7%	-8.6%	-6.8%	-6.2%	1.7%
CCCCn1c(N)c(N(CC(C)C)C(=O)c2ccc(S(=O)(=O)N3CCC(C)CC3)cc2)c(=O)[nH]c1=O	6.8%	/	3.0%	/	/	/	-8.3%	-2.2%	-1.4%
CCOC(=O)N1CCN(C(=O)Cn2c(=O)sc3ccccc32)CC1	/	-0.3%	8.7%	-1.4%	-9.8%	17.2%	-8.1%	2.4%	1.1%
Cc1c(C#N)c2ncnc(-c3ccccc3)c2n1-c1ccccc1	1.5%	-0.6%	6.8%	-1.8%	-6.4%	5.1%	20.7%	2.0%	0.4%	Dengue-2 NS5 capping pilot replicate=-2.7
O=C1CNC(=O)N1CC(O)Cn1c2ccccc2c2ccccc21 (centres undefined)	6.6%	-0.3%	14.0%	-1.4%	1.5%	3.3%	-5.0%	-6.2%	1.1%
Cc1ccc(N(CC(=O)NC2CCCCC2)C(=O)CCC(=O)Nc2nccs2)cc1	18.1%	-0.1%	7.0%	/	0.4%	-7.0%	-0.1%	-5.0%	0.6%
COc1ccccc1N1CCN(CC(=O)Nc2ccc(Cl)c(C(F)(F)F)c2)CC1	9.2%	-0.8%	4.3%	0.6%	5.7%	24.1%	2.4%	-2.7%	5.1%
O=C(c1cc(S(=O)(=O)N2CCOCC2)c(Cl)cc1Cl)N1CCCCC1CO (centres undefined)	15.0%	0.2%	0.8%	/	-0.4%	-2.9%	-4.8%	-8.7%	-1.8%
CCOC(=O)c1sc(N)c(C(=O)OCC)c1COC(=O)C1CC(=O)N(Cc2ccco2)C1 (centres undefined)	9.4%	0.4%	12.7%	-1.2%	2.2%	-6.6%	3.4%	0.0%	3.0%
COc1ccccc1CN1CCCC(CN(CCN(C)C)C(=O)C2CCCC2)C1 (centres undefined)	4.7%	-0.4%	-5.3%	/	-12.6%	-3.2%	0.8%	-12.4%	-1.5%
Cc1ccc(-c2ccc(/C=N\n3cnnc3)o2)c(Br)c1	11.5%	-1.0%	8.7%	/	-6.0%	2.3%	2.4%	-8.8%	?
Cc1noc(C)c1S(=O)(=O)N(CC(=O)NCc1ccc2c(c1)OCO2)c1ccc(C(C)C)cc1	0.4%	-0.2%	-0.1%	0.9%	2.8%	19.1%	-2.7%	-5.2%	0.0%
Cc1c(Cl)cccc1NC(=O)C1CCCN(S(C)(=O)=O)C1 (centres undefined)	4.5%	-0.7%	2.0%	/	-12.1%	3.5%	4.4%	-7.2%	0.9%	Dengue-2 NS5 capping pilot replicate=0.6
COc1cc(C2C(C(=O)c3ccc(C)o3)=C(O)C(=O)N2CCc2ccccc2)ccc1O (centres undefined)	-1.1%	0.0%	10.7%	-0.7%	-8.0%	18.0%	33.4%	-4.8%	2.4%
Cc1ccc(C(=O)Nc2nc(=O)n(C(=O)c3ccccc3C)s2)cc1	1.9%	-0.1%	18.1%	1.8%	-5.5%	11.8%	-15.2%	15.7%	5.4%
NC(=O)CNc1ncc(C(F)(F)F)cc1Cl	1.6%	0.3%	3.6%	-0.9%	-6.7%	-1.6%	-1.6%	0.0%	4.2%
Cc1ccc(C)c(NC(=O)CN(C)C(=O)c2ccc(Cl)nc2)c1	-2.8%	-0.1%	6.3%	/	-5.2%	10.9%	-0.2%	-4.2%	1.4%
N#Cc1sc2nc(-c3cccs3)cc(-c3ccccc3)c2c1N	1.9%	0.0%	10.6%	-1.3%	2.6%	1.9%	-12.8%	-9.0%	0.8%
Cc1nnc(NC(=O)C2CCN(S(=O)(=O)c3ccc(Cl)cc3)CC2)s1	0.8%	0.6%	6.2%	-1.8%	2.5%	-3.3%	7.3%	8.4%	2.9%
O=C(Cn1cnc2c(nnn2Cc2ccc(Cl)cc2)c1=O)c1ccccc1	0.2%	0.5%	6.0%	-2.4%	-4.3%	19.3%	-0.3%	-3.4%	-0.6%
O=S(=O)(Nc1cccc2ccccc12)N1CCCC1	20.6%	1.0%	8.7%	-0.7%	-0.7%	-12.2%	-4.1%	-4.8%	5.5%

Hits appear at their usual frequency; any-hit rate near 1.5%.
